KDM5B inh – blocks human KDM5B histone demethylase activity. KDM5B demethylase, FDH-coupled NADH fluorescence (FDH is formaldehyde dehydrogenase). Potency, µM (highest dose often 57.7 µM), for the others: at the top dose activity change, negative = inhibition, actives largely listed as inhibitors. hit rate 2.6% among 220,000; active means well fitted inhibition curve with a large enough effect; inconclusive means small, poorly fitted or top-dose-only effect; inactive means no such curve, though single readings can be large or run the other way; further: 0% is about no effect; nearly all actives have a fitted effect of over 70% in size
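qHTS format, multiple compound concentrations. Buffer 50 mM HEPES pH 7.5/0.01% Tween-20; 200 nM KDM5BΔAP final; 10 min compound preincubation; substrate-mix levels 12.5 µM peptide, 25 µM α-KG, 0.25 mM NAD⁺; 30 min RT; ΔRFU.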
* marks the source's active call; other numbers are inactive results; i = inactive; ? = inconclusive; [ ] = dose if it differs, or a comment. Potency means the concentration at half of the fitted maximal effect. A portion of the library; count on the stated rates, not on these rows.

SMILES | KDM5B inh
Cc1ccc(NC(=O)CN(C)C(=O)c2cc3cc(Cl)ccc3nc2C)cc1 | -7%
Cc1[nH]c2ccc(C(=O)NCCNC(=O)c3ccc(C(F)(F)F)cc3)cc2c1C | 21%
COc1ccc(-c2noc([C@@H]3CCCN3C(=O)c3cc4ccccc4[nH]3)n2)cc1OC | ?
CCC1Oc2ccccc2N(CC(=O)NCc2ccccc2)C1=O (centres undefined) | 13%
Fc1ccc(NC(=S)N/N=C/c2ccc(C(F)(F)F)cc2)c(F)c1 | 0%
COC(=O)[C@H](C)NC(=O)Nc1cccc(Br)c1 | 6%
CCOC(=O)NC(Nc1ccc(F)c(F)c1)(C(=O)OCC)C(F)(F)F (centres undefined) | 3%
C=C(C)COc1ccc2c(C)c(CC(=O)NCc3ccc4c(c3)OCO4)c(=O)oc2c1 | ?
CN(C)[C@@H]1CO[C@H](CNC(=O)c2ccccc2)[C@H]1O | -11%[115 µM]
CCOC(=O)c1sc(S(C)(=O)=O)c2c1CCc1conc1-2 | ?
CCCCCNC(=O)CC(c1cccc(OC)c1OC)c1c[nH]c2c(CC)cccc12 (centres undefined) | ?
CCOc1ccc(NC(=O)CSc2oc(-c3ccc(C)cc3)nc2S(=O)(=O)c2ccc(C)cc2)cc1 | -20%
O=C(NN=C1CCCCCC1)c1cccs1 | -11%
Cc1ccccc1S(=O)(=O)N1C[C@@H](Oc2cccnc2)C[C@@H]1C(=O)N1CCOCC1 | 9%
CN1C(=O)CC(C(=O)O)C12CCN(C(=O)Nc1ccccc1)CC2 (centres undefined) | -24%

Retrieved one by one from above:
SMILES | KDM5B inh
CCC1Oc2ccccc2N(CC(=O)NCc2ccccc2)C1=O (centres undefined) | 13%
Cc1[nH]c2ccc(C(=O)NCCNC(=O)c3ccc(C(F)(F)F)cc3)cc2c1C | 21%

Back to the main list with the 6 entries that preceded the break.
SMILES | KDM5B inh
CCOC(=O)c1sc(S(C)(=O)=O)c2c1CCc1conc1-2 | ?
CCCCCNC(=O)CC(c1cccc(OC)c1OC)c1c[nH]c2c(CC)cccc12 (centres undefined) | ?
CCOc1ccc(NC(=O)CSc2oc(-c3ccc(C)cc3)nc2S(=O)(=O)c2ccc(C)cc2)cc1 | -20%
O=C(NN=C1CCCCCC1)c1cccs1 | -11%
Cc1ccccc1S(=O)(=O)N1C[C@@H](Oc2cccnc2)C[C@@H]1C(=O)N1CCOCC1 | 9%
CN1C(=O)CC(C(=O)O)C12CCN(C(=O)Nc1ccccc1)CC2 (centres undefined) | -24%
O=C(CSc1nncc(=O)[nH]1)Nc1cccc([N+](=O)[O-])c1 | ?
Cc1nc([C@@H]2CN(Cc3ccc(C(F)(F)F)cc3)C[C@H]2C(N)=O)n[nH]1 | -2%
Cc1cc(C)c2c(CN3CCN(c4ccccc4F)CC3)cc(=O)oc2c1 | -14%
O=C(COc1ccccc1[N+](=O)[O-])N1CCN(C(=O)c2ccco2)CC1 | 27%
COC(=O)CCCNC(=O)c1ccc(C(F)(F)F)cc1 | -8%
CCOC(=O)c1ccccc1Nc1nc2ccc(C)cc2n2nnnc12 | 2%
COc1ccc(NC(=O)N2C[C@@H]3C[C@H](C2)c2c(NC(=O)C4CCCCC4)ccc(=O)n2C3)cc1 | -4%
Cc1noc(C)c1C(=O)NC1CC(=O)N(Cc2cccc(F)c2)C1 (centres undefined) | -12%
CC(C)(C)NC(=O)C1CCN(c2oc(-c3ccco3)nc2C#N)CC1 | ?
CCOc1ccc(NC(=O)Cc2c(C(=O)O)n(C)c3ccccc23)cc1 | 26%
CCN(CC)CCCNC(=O)c1cn(C)c(=O)c2c1c1ccccc1n2C | ?
COCCn1c(CN(C)Cc2sccc2C)cnc1S(=O)(=O)CC1CCCCC1 | 30%[activator]
O=C(CC1CCCC1)Nc1ccc2ncnc(N3CCCCC3)c2c1 | 0%
CO[C@H]1COCCN(C(=O)c2ccc(C#N)cc2)C1 | 19%[115 µM]
O=C(NCc1nc(-c2ccccc2)no1)Nc1cccc2ccccc12 | -18%
CC1=C[C@@H](CNS(=O)(=O)c2cccc(C#N)c2)[C@H](C(C)C)C[C@H]1CC(=O)Nc1ccccn1 | -6%
CC(C)NC(=O)N1CNC(=O)C12CCN(C(=O)[C@@H](N)c1ccccc1)CC2 | -14%[115 µM]
O=C(NC1CCCCC1)N1Cc2[nH]cnc2C[C@H]1c1nc(-c2ccc3c(c2)OCO3)no1 | ?
Fc1ccc(-c2noc(-c3ccccc3)n2)cc1 | 0%
COCCn1c(N2CCN(Cc3ccc(Br)cc3)CC2)nc2c1c(=O)[nH]c(=O)n2C | 14%
CC(C)S(=O)(=O)c1cnc(N2CCOCC2)nc1N | 0%
COc1ccc(CNc2ccc([N+](=O)[O-])cc2C)cc1 | -4%
COc1ccc(OC2CCN(C(C)=O)CC2)c(C(=O)NCc2cc3ccccc3[nH]2)c1 | ?
CCc1ccc(-c2csc(NC(=O)c3nn(C)c(=O)c4ccccc34)n2)cc1 | -2%
CCCN1CCN(CCCNC(=O)c2cc3c(s2)-c2ccccc2OC3)CC1 | ?
O=C(Nc1cccc(Cl)c1)Nc1ccccc1OCc1cc(=O)n2ccccc2n1 | -21%
CCNC(=O)NC(=O)COC(=O)c1cc(C)nc2ccccc12 | -10%
CC(C)N1C(=O)CO[C@H](c2ccc(NC(=O)c3cnccn3)cc2)[C@H]1CO | -13%[86.2 µM]
N#Cc1cccc(NC(=O)N2Cc3[nH]cnc3C[C@H]2c2nc(-c3ccc(Cl)cc3)no2)c1 | ?
COc1ccccc1S(=O)(=O)NCc1ccc(C(=O)Nc2ccc(N3CCCCC3)cc2)cc1 | -16%
O=C1CC(c2ccccc2)CC2=C1C=Nc1ccccc1N2 (centres undefined) | -13%
COc1cc(S(=O)(=O)n2ccnc2C(C)C)ccc1Br | -19%
CCN(C)S(=O)(=O)NCC1CCN(c2cnn(C)c(=O)c2)C1 (centres undefined) | -16%
CC(=O)c1ccc(NC(=O)N2C[C@@H]3C[C@H](C2)c2ccc(NC(=O)c4ccc(F)cc4)c(=O)n2C3)cc1 | -9%
O=C(NCCNC(=O)c1nc2ccccc2c(=O)[nH]1)c1ccccn1 | 11%
Cc1cccc(NC(=O)N2CCC(CCNS(=O)(=O)c3c(C)cc(C)cc3C)CC2)c1 | -18%
COc1cccc(N2C(=O)NC(=NC3CCCCC3)C23CCN([S+](=O)([O-])c2ccccc2)C3)c1 (centres undefined) | 29%[115 µM]
Cc1c(-c2cccc(Cl)c2)nc2ccccc2c1C(=O)NC1CCCCCC1 | -1%
CCOC(=O)c1c(C)oc2ncnc(N3CCN(c4ccccc4F)CC3)c12 | -15%
CCCCOc1ccc(NC(=O)COc2ccc(C)c(C)c2)c2cccnc12 | 4%
Cc1c(-c2ccccc2)oc2c(C(=O)N3CCN(Cc4ccccc4)CC3)cccc2c1=O | 7%
Cc1ccc(CNC(=O)Cn2ncc3c([nH]c4ccc(C)cc43)c2=O)cc1 | -7%
C=C1CCC[C@]2(C)C[C@H]3OC(=O)C(CN[C@@H](C)c4ccccc4)[C@H]3CC12 (some centres undefined) | 2%
CCOc1ccc(-c2cc(-c3nc(-c4cccnc4)no3)[nH]n2)cc1 | 7%
CC1(CNc2ccccc2)COc2ccc(C(=O)N3CCN(c4ccccn4)CC3)cc2N1 (centres undefined) | ?
O=C(Cc1cccc(Cl)c1)N1CCC([C@@H]2CNC[C@H]2CO)CC1 | 18%
Cc1ccc(Cl)cc1NC(=O)CSc1nc2ccccc2c2nc(-c3ccccc3)nn12 | -10%
COc1ccc(N2CCN(C(=O)COCc3cc(-c4ccc5c(c4)OCO5)on3)CC2)cc1 | -27%
Cc1ccc2c(C(=O)NCc3ccc(F)c(Cl)c3)cc(NC(=O)C(C)C)cc2n1 | ?
CCOCc1nc(C2CCCN(C(=O)Nc3ccccc3)C2)no1 (centres undefined) | -2%
COc1ccc(CCNc2nc(C)nc3sc4c(c23)CCCC4)cc1OC | 9%
CCCCn1c(=O)n(CC(=O)c2cc(C)n(C)c2C)c(=O)c2c1ncn2Cc1ccccc1 | 5%
CC(Oc1ccccc1)C(=O)NCc1nnc2ccc(-c3ccccc3)nn12 (centres undefined) | -13%
CC(C)c1cccc(NC(=O)C2CCN(C(=O)c3ncn4c3COC(c3ccccc3)C4)CC2)c1 (centres undefined) | 0%
CCOC(=O)C(C)Sc1nnc2ccc3ccccc3n12 (centres undefined) | -7%
COc1cccc(/C(C)=N/NC(=O)C2CC2)c1 | 5%
c1ccc2oc(-c3ccnc4ncnn34)cc2c1 | i
O=C1OCCN1S(=O)(=O)Nc1ccccc1 | ?
CNC(=O)[C@@H](c1ccccc1F)N1CCC[C@H]1C(=O)N1CCOCC1 | -29%[86.2 µM]
CCc1ccc(NC(=O)Cn2cccc2-c2nc(-c3ccc4c(c3)OCO4)no2)cc1 | 1%

Other entries:
molecule	KDM5B inh
O=C(Cc1cccs1)N1CCCN(c2cc(-c3ccc(Br)cc3)[nH]n2)CC1	-20%
CCOc1ccc(NC(=O)Cn2c(=O)n(CCCC(=O)NCCc3ccc(Cl)cc3)c(=O)c3ccccc32)cc1	-8%
COc1ccc2c(C)c(CC(=O)Nc3nc4ccccc4[nH]3)c(=O)oc2c1	2%
Nc1ncc(C(=O)N2CCCC3(CCOC3)C2)c(-c2ccccc2)n1 (centres undefined)	?
Cn1c(=O)[nH]c(=O)c2c1nc(NCCc1ccccc1)n2Cc1cccc2ccccc12	2%
Clc1ccccc1-c1noc(CSc2nnc(N3CCOCC3)n2Cc2ccccc2)n1	2%
COc1ccc(C)cc1C(=O)NC1CC(c2nnc(CN(C)C)n2C)C1 (centres undefined)	3%
CCCNc1nc(-c2ccc(Cl)cc2Cl)cs1	-1%
COc1cccc(Nc2nc(N)c(C(=O)c3ccc(OC)c(OC)c3OC)s2)c1	-10%
CC(NC(=O)c1ccc2c(c1)NC(=O)CS2)c1ccco1 (centres undefined)	6%
Cc1ccc(C(=O)Nc2c(-c3ccccc3)nc3ccccn23)cc1	8%
COc1ccc(C(=O)N[C@H]2CO[C@H]3[C@@H]2OC[C@@H]3n2nnnc2Oc2ccc3c(c2)OCO3)cc1	35µM*
CCOC(=O)Cc1nnc(SC(C)C(=O)Nc2ccc(C)c(F)c2)n1C (centres undefined)	1%
O=C1Nc2ccccc2C12CN([S+](=O)([O-])c1cccc(C(F)(F)F)c1)C2	5%[115 µM]
COc1ccc(Nc2nc(C)c(NC(=O)c3cccc(C)c3)c(Nc3ccc(OC)cc3)n2)cc1	-15%
Fc1ccc(C2=CC(c3ccco3)n3nnnc3N2)cc1 (centres undefined)	?
O=C(NNc1ccccc1F)C1CCC1	1%
CCN1CCN(CCCNC(=O)Cn2c(-c3cccs3)cc3ccccc32)CC1	?
CCc1nncn1C1CCN(S(=O)(=O)c2cccc(OC)c2)CC1	32%
COc1cc(C(=O)O)cc(CC(C)Cl)c1OC (centres undefined)	-25%
COc1cccc(-c2nn(-c3ccccc3)cc2C(=O)NCC(C)(C)N2CCOCC2)c1	12%
O=c1cc(-c2ccccn2)oc2c(NCc3ccccc3)nccc12	40µM*
CC1(CCC(=O)N2CCCC2C(=O)Nc2ccccc2Oc2cccnc2)CC1 (centres undefined)	9%
Cc1cc2c(c(=O)n1CCc1ccccc1)C(c1cccc(Cl)c1)C(C#N)=C(N)O2 (centres undefined)	5%
CN(C)c1cccc(-c2cn(C)c(=O)n3cc(CN4CCNC(=O)C4)nc23)c1	-14%[86.2 µM]
COc1ccc(NC(=O)C2=C(C)NC(=O)NC2c2cccc(OCc3ccccc3)c2)cc1 (centres undefined)	-18%
O=C(C(=O)N1CCCCC1)c1cn(CC(=O)N2CCCCCC2)c2ccccc12	-8%
CC(C)CC(=O)Nc1c(C(=O)N2CCN(c3ccccc3F)CC2)oc2ccccc12	-3%
CCOc1ccc(-c2nc(CSCC(=O)NCc3ccc(C)cc3)c(C)o2)cc1	-9%
Cn1c(CC(=O)Nc2cccc(Cl)c2Cl)nnc1SCC(=O)NC1=NCCS1	21%

3 successive entries already listed, quoted:
molecule	KDM5B inh
COc1cccc(-c2nn(-c3ccccc3)cc2C(=O)NCC(C)(C)N2CCOCC2)c1	12%
O=c1cc(-c2ccccn2)oc2c(NCc3ccccc3)nccc12	40µM*
CC1(CCC(=O)N2CCCC2C(=O)Nc2ccccc2Oc2cccnc2)CC1 (centres undefined)	9%

(listing goes on)
molecule	KDM5B inh
CCc1ccc(OCC(=O)Nc2ccc(-c3nc4ncccc4o3)cc2)cc1	?
Cc1ccc(CN2CC(C(=O)N3CCc4c(nc5cc(-c6ccccc6)[nH]n5c4=O)C3)CC2=O)cc1 (centres undefined)	22µM*
COc1cc(/C=N/O)cc(I)c1O	-4%
Cc1sc2ccn(C)c(=O)c2c1C(=O)NCc1cccc(F)c1	-5%
O=C(COc1ccccc1)Nc1cccc(-c2nc3cc(Cl)ccc3o2)c1	9%
CN1CCN(CC(C)(C)NS(=O)(=O)c2ccccc2)CC1	6%
CCn1c(COc2ccc(Cl)c(C)c2)n[nH]c1=S	-27%
c1cc(OCc2ccc3c(c2)OCCO3)ccc1CNCC1CCCO1 (centres undefined)	-19%
Cn1c(=S)oc2ccccc21	31%[activator]
O=C(Nc1ccc(F)cc1)c1ncn(-c2ccccc2)n1	2%
O=C(NCc1nnc2n1CCCC2)[C@H]1CNC[C@H](C(=O)N2CCOCC2)C1	-5%
c1ccc(CN2CCc3c(sc4c3c(N3CCOCC3)nc3nnnn34)C2)cc1	?
CN=c1scc(-c2cccs2)n1/N=C/c1ccccc1	-22%

Assay outcomes deposited in PubChem BioAssay by National Center for Advancing Translational Sciences (NCATS).
